OPRM1-OPRD1 inv = inverse agonists of MOR-DOR heterodimerization, primary screen, cell-based, luminescence; cell-based MOR-DOR heterodimer luminescence, inverse agonism; actives 0.21% (n = 340,000); inhibition, % at 9.3 µM; AID 504357, 2011; in the data active means inhibition above about 22%, passing the limit was not always enough;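 further: 0% = cells with DMSO and 100% = wells without cells with DMSO; values of inactives mirror those of a sister screen read the other way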
Target sequence (P35372 whole entry, looked up): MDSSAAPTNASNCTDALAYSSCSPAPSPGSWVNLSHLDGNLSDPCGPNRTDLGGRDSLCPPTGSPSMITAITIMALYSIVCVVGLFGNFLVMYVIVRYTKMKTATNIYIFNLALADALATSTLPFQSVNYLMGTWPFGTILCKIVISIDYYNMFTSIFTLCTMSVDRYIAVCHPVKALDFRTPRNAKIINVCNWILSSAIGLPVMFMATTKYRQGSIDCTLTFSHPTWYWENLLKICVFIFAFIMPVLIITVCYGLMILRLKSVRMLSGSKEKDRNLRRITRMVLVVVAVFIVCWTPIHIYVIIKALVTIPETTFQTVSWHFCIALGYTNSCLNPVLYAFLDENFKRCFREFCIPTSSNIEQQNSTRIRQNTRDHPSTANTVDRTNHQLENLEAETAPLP
Target sequence (P41143 whole entry, looked up): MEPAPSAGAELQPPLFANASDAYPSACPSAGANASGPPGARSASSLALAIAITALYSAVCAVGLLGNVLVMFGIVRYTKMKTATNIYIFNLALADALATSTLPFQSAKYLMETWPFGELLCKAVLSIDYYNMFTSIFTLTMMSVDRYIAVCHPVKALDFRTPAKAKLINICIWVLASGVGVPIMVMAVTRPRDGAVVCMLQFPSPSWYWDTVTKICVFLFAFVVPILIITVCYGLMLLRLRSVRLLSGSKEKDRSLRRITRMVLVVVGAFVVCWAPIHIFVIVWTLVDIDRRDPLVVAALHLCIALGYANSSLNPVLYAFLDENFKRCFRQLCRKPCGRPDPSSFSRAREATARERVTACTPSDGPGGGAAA
PKA-R1A activ = activators of PKA-R1A holoenzyme, primary screen, biochemical, fluorescence polarization, Cy5-IP20, bovine R1A, mouse PKAc. cAMP-dependent protein kinase type I-alpha regulatory subunit (Bos taurus) + …. PKA-R1A dissociation; scaled: DMSO 0%, 113 µM cGMP 100%. activation, % at 11.4 µM. actives 0.083% (n = 340,000);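 active means percent activation above the mean of all tested compounds plus 3 SD, cut at about 19% in these data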;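 further: higher means more PKAc released from R1A so a rise in polarization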
Pemphigus Ab inh = inhibitors of pemphigus antibody binding to DSG3, primary screen, biochemical, bead-based, flow cytometry, scFv-GFP. binding (percent of control), % at 10 µM. Desmoglein-3 (Homo sapiens), P32926. actives 0.48% (n = 310,000). DSG3-coupled beads, scFv-anti-DSG3-GFP binding; stronger effect = lower value;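 active means binding more than 3 SD below its plate's average and above zero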;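 further: hits lower antibody fragment binding to DSG3; some compounds called inactive have numbers as strong as hits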
MOR-DOR ag = agonists of OPRM1-OPRD1 heterodimerization, primary screen, cell-based, luminescence; cells; activation, % at 9.3 µM; actives 0.3% (n = 340,000); AID 504326, 2011; in the data active means activation above about 18%;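 further: 0% = vehicle-treated cells and 100% = reference agonist; values of inactives mirror those of a sister screen read the other way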
Arr AP2 block = inhibitors of beta-arrestin/AP2 binding, primary screen, biochemical, GPCR trafficking, flow cytometry | beta-arrestin 1 C-terminal peptide binding to AP2 beta2-adaptin appendage (human) | FITC-arrestin peptide / GST-AP2 beads; AP2 beta2 appendage carries R879A mutation | inhibition, % at 10 µM | actives 0.31% (n = 340,000) | AID 504490, 2011;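 active means inhibition above a set limit, near 3 SD of compounds lacking own fluorescence, cut at about 54% in these data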;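 further: plate controls were DMSO wells for no effect and 5 µM unlabelled arrestin peptide for full effect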
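system = GST-tagged AP2 beta2-adaptin appendage (R879A) on 4 µm glutathione beads | reagent = FITC-labelled arrestin peptide probe, 50 nM final | schedule = compound with beads 12 min RT, then probe 1 h RT | signal = HyperCyt-sampled flow cytometry, FL1 channel, ex 488/em 535 nm | read-out = percent response from loss of bead-bound FITC fluorescence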
PfHsp90 set2 = growth inhibition of PfHsp90-expressing yeast, primary screen, antimalarial PfHsp90 inhibitor project, S. cerevisiae, BacTiter-Glo luminescence, single point, set 2 | AID 504621, 2011 | actives 0.32% (n = 310,000) | inhibition, % at 9.4 µM | BacTiter-Glo ATP, 48 h; yeast lacking PDR1 and PDR3 efflux regulators;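 active means every replicate shows inhibition above about 80%, whatever the replicate mean, limit read from the data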;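 further: 0% = DMSO neutral controls and 100% = 20 µM radicicol positive controls; yeast relying on Plasmodium falciparum Hsp90 in place of its own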
Tat transport = E. coli Tat export inhibitors, primary screen, MC4100, TorA-mCherry reporter, fluorescence, single point. inhibition, % at 10 µM. actives 0.036% (n = 340,000);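 active means mean replicate inhibition at least 50% and at least half of replicates individually reaching 50%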;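 further: exported cargo escapes ClpAP degradation while cytoplasmic cargo is degraded and loses fluorescence; 0% = median of neutral control wells and 100% = median of NaSCN control wells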
E coli growth = E. coli V3065 growth inhibition, primary screen, counter-screen for AddAB inhibitor project, absorbance, OD600 | 18 h | inhibition, % at 11.9 µM | actives 0.27% (n = 330,000) | AID 449728, 2010;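 active means inhibition above the campaign's mean inhibition across all tested compounds plus 3 SD, cut at about 9.9% in these data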;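 further: uninfected addAB+ strain grown without phage in ampicillin broth; 0% = DMSO wells and 100% = ciprofloxacin 0.95 µg/ml wells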
SUMO Mot1 rescue = yeast Mot1-301 growth rescue at high temperature, primary screen, SUMOylation pathway inhibitor project, S. cerevisiae, ATP luminescence, 38.5C. S. cerevisiae Mot1-301 growth rescue; percent above DMSO median, 100 means doubled. growth rescue, % at 18.8 µM. actives 1% (n = 320,000);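 active means every valid replicate shows activation above 250% relative to neutral control wells; inactive means the rest, any valid replicate at or below 250%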;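 further: OY570 slx delta 5 strain wells were the positive control but not used for scaling; some compounds called inactive have numbers as strong as hits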
phage Ecoli inh = growth loss of phage-infected E. coli, primary screen, RecBCD inhibitor project, absorbance, with phage, HTS; inhibition, % at 11.9 µM; actives 0.26% (n = 360,000); in the data active means inhibition above about 11%
AddAB inh = growth inhibition of E. coli expressing H. pylori AddAB, primary screen, AddAB inhibitor project, absorbance; inhibition, % at 11.9 µM; actives 0.29% (n = 330,000); AID 435030, 2010; in the data active means inhibition above about 12%;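 further: 0% = vehicle wells of infected cells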
The depositor's hits bear a star; . = not tested or not shown.

SMILES	OPRM1-OPRD1 inv	PKA-R1A activ	Pemphigus Ab inh	MOR-DOR ag	Arr AP2 block	PfHsp90 set2	Tat transport	E coli growth	SUMO Mot1 rescue	phage Ecoli inh	AddAB inh
CSc1ccccc1OCc1cc(C(=O)N(C)CCc2c(C)n[nH]c2C)no1	4	2	96	-0.8	1	-3	3	-1.4	2	0.6	2.0
CCCn1c(SCC(=O)NNC(=O)c2ccc(OC)cc2)nnc1C(C)C	12	2	92	-2.0	21	-10	4	-0.6	3	0.9	3.8
Cc1nn(C)c(C)c1NS(=O)(=O)c1c(C)n[nH]c1C	17	-2	134	-3.3	-5	27	9	0.4	-2	0.1	-0.6
Cc1ccc(C(=O)NNC(=O)c2csc(N3CCOCC3)n2)o1	-1	-16	96*	0.2	-11	-3	1	-1.8	.	3.2	0.3
Cc1ccc(NC(=O)CNCC(c2ccccc2)N(C)C)cc1F (stereo unspecified)	-205	7	91	40*	5	-20	4	-1.2	0	-4.4	0.8
CC1(C(=O)NNC(=O)c2ccc(=O)oc2)CC1Br (stereo unspecified)	.	.	92	.	10	.	.	-2.1	-4	4.0	-0.4
O=C(OCCNc1nc(-c2ccccc2)nc2ccccc12)c1ccncc1	11	-4	102	-2.2	-6	8	2	1.6	17	3.8	3.4
O=[N+]([O-])c1ccccc1CCc1ccccc1[N+](=O)[O-]	-12	-4	116	2.4	-8	-3	-2	.	.	4.2	.
Cc1cc(C)n(-c2ccc(C(=O)Nc3ccccc3N3CCOCC3)cc2)n1	-1	0	106	0.3	4	-11	-14	-2.0	-20	1.7	2.3
COc1ccccc1C(=O)Nc1ccc2c(c1)n(C)c(=O)n2C	0	2	93	0.0	16	12	-12	-1.6	418	2.7	0.7
CN1C2CCC1/C(=C\c1ccccc1)C(=O)/C2=C\c1ccccc1	-42	2	102	8.0	-7	-9	-9	-2.7	11	1.6	-0.7
CC1CCN(CC(=O)Nc2sc3c(c2C#N)CCC3)CC1	-15	2	111	2.8	-4	11	3	-1.9	181	2.0	-1.5
O=C1NCCN(Cc2cccc(Oc3ccccc3)c2)C1CC(=O)N1CCCO1 (stereo unspecified)	11	6	109	-2.1	-16	-5	1	1.5	3	2.6	-0.5
Cn1cc(NC(=O)Nc2ccc(C(F)(F)F)cc2)c(C(F)(F)F)n1	-3	9	99	0.6	7	6	-5	2.3	-1	6.2	8.0
CC1CCN(c2nc(-c3ccncc3)nc3ccccc23)CC1	-32	12	.	5.7	15	10	9	-0.6	.	5.6	-0.2
C/C(=N/NC(=O)c1ccc(NC(=O)c2ccc(F)cc2)cc1)c1ccccc1	-64	1	97	11	5	-17	1	1.8	4	-2.4	0.0
CCCC1(C(=O)O)NC(c2cccc(OC)c2O)C2C(=O)N(c3ccccc3)C(=O)C21 (stereo unspecified)	6	-4	104	-1.2	21	-29	-4	-1.3	1	1.7	1.9
CC(C)(C)c1cc(-c2ccco2)c(C#N)c(SCC#N)n1	-21	18	89	4.6	0	-13	-3	-2.3	7	1.4	1.8
Oc1cccc(C=NNc2ccccn2)c1	17	-11	97	-3.2	3	-6	2	.	.	2.8	.
COc1ccc(-n2nc(C(=O)NCC(=O)N3CCCCCC3)c3ccccc3c2=O)cc1Cl	-4	-6	94	0.5	-8	-20	13	-2.5	137	0.9	1.4

Grouped by structure, those above containing an NH in an aromatic ring.
SMILES	OPRM1-OPRD1 inv	PKA-R1A activ	Pemphigus Ab inh	MOR-DOR ag	Arr AP2 block	PfHsp90 set2	Tat transport	E coli growth	SUMO Mot1 rescue	phage Ecoli inh	AddAB inh
CSc1ccccc1OCc1cc(C(=O)N(C)CCc2c(C)n[nH]c2C)no1	4	2	96	-0.8	1	-3	3	-1.4	2	0.6	2.0
Cc1nn(C)c(C)c1NS(=O)(=O)c1c(C)n[nH]c1C	17	-2	134	-3.3	-5	27	9	0.4	-2	0.1	-0.6

Further results follow:
SMILES	OPRM1-OPRD1 inv	PKA-R1A activ	Pemphigus Ab inh	MOR-DOR ag	Arr AP2 block	PfHsp90 set2	Tat transport	E coli growth	SUMO Mot1 rescue	phage Ecoli inh	AddAB inh
O=C(CNCC1CCCO1)Nc1ccccc1-n1cccc1 (stereo unspecified)	17	-1	123	-3.6	3	-12	-2	-0.7	3	-0.6	-0.4
O=C(N/N=C/c1ccc(O)cc1)c1cc[n+](Cc2ccccc2)cc1	16	4	89	-3.2	-1	22	-3	-2.1	-22	4.2	0.2
CC(C)(C)c1ccc(S(=O)(=O)NCc2ccc(C(=O)NCC3CCCO3)cc2)cc1 (stereo unspecified)	3	2	98	-0.6	4	-9	5	-0.7	343	3.0	-0.4
C[n+]1cccc(C(=O)NCC2CCCO2)c1 (stereo unspecified)	4	1	112	-0.8	-19	-16	5	-0.9	4	2.6	1.1
O=C1CN(C(=O)NCC(=O)N2CCCC2)c2ccccc2N1	9	-10	101	-1.7	-14	-12	-2	-1.4	28	-1.7	1.6
COc1cccc(C(=O)N2CCN(Cc3ccccc3[N+](=O)[O-])CC2)c1	1	-4	84	-0.1	9	4	-5	0.3	-8	6.0	-0.8
Cc1cc(=O)c2ccccc2[nH]1	13	-7	.	-2.1	33	18	-8	-0.7	18	0.5	1.2
COc1ccc(CN2CCC(n3nccc3NC(=O)c3cccc(F)c3)CC2)cc1O	6	-10	123	-1.1	-8	1	4	0.2	10	2.8	0.6
C[C@@H](O)C(C(=O)N1CCNCC1)n1cc([C@@H](N)CCCCN)nn1 (stereo partly specified)	14	-8	102	-2.6	-3	10	-12	0.5	-8	2.5	1.3
CCOC(=O)c1cn(Cc2ccccc2)nn1	1	0	109	-0.2	-7	18	-1	0.7	0	2.4	3.7
CSc1cccc(NC(=O)c2ccccc2N(C)S(C)(=O)=O)c1	11	-10	.	-2.1	7	18	3	0.8	.	3.4	2.9
CCc1ccc2c(c1)[C@]1(C(=O)N2)[C@@H]2C(=O)N(Cc3ccccc3)C(=O)[C@@H]2[C@@H]2CCCN21	-7	8	102	1.4	13	.	-3	-1.1	26	2.8	1.0
CC(=O)c1sc(NC(=O)c2cccc(C)c2)nc1C	13	-14	98	-2.5	-14	21	-5	0.5	255	2.0	-0.1
COCCNCC(=O)NC12CC3CC(CC(C3)C1)C2	3	-8	89	-0.4	7	2	0	1.5	-9	0.4	3.0
COc1cc(N=c2ssnc2Cl)cc(OC)c1OC	-1	-9	.	0.3	26	-94	-10	0.7	20	-1.7	5.4
Cc1nnc(Nc2ccccc2)n(N)c1=O	5	3	101	-0.9	11	2	6	0.4	-13	3.2	1.6
CCN(CC)CCN(C(=O)CCOc1ccccc1)c1nc2ccc(F)cc2s1	2	-5	108	-0.4	-11	-13	-6	-0.4	9	0.1	-0.2
CC(OC(=O)c1cccc(-n2cnnn2)c1)c1nc2ccccc2c(=O)[nH]1 (stereo unspecified)	7	-8	.	-1.7	6	-2	-7	-0.9	3	4.8	1.4
CC(=O)c1cnn(-c2cc(Oc3ccc(F)cc3)ncn2)c1C	18	-3	104	-3.2	-2	-40	-1	3.8	-10	2.9	2.0
CC1(C)CSC(=NCc2ccccc2)N1C(=O)c1cccc([N+](=O)[O-])c1	-8	-17	95	1.3	13	25	0	-2.4	-7	4.3	1.0
CCC(=O)c1ccc(OCC(=O)NCCc2ccccn2)cc1	6	3	119	-1.2	-27	.	1	0.8	-9	1.4	2.0
COc1ccc(S(=O)(=O)N2CCOCC2)cc1NC(=O)/C=C/c1ccc(F)cc1	4	12	101	-0.6	5	-5	3	.	.	3.2	.
CCC(NC(=O)c1cc(COc2ccc(F)cc2Cl)on1)c1ccncc1 (stereo unspecified)	2	-3	99	-0.3	3	-14	7	.	.	0.6	.
CCOC(=O)C1(Cc2ccccc2Cl)CCN(C(=O)c2cnccn2)CC1	16	-4	101	-3.3	-25	14	5	-0.2	-11	4.1	0.3
O=C(Nc1ccc(Cl)cc1F)C1CC(=O)N(Cc2ccco2)C1 (stereo unspecified)	-13	9	105	2.1	8	-7	0	.	.	0.4	.
COc1ccc(/C=C/C(=O)OCC(=O)Nc2ccc(OC)c(S(=O)(=O)N3CCCCC3)c2)cc1	-5	-5	120	1.0	2	0	4	-0.6	6	2.8	-0.7
O=C(O/N=C1\CCS(=O)(=O)c2sccc21)c1ccccc1	8	7	105	-1.4	4	3	-14	-2.5	3	3.0	0.2
CN(C)c1ccc(/C=N/n2c(C3CCCCC3)n[nH]c2=S)cc1	-37	-9	100	8.2	2	-5	-4	-0.6	-9	0.2	-1.2
NC(=NCc1ccco1)NC(=O)c1ccccc1	18	-3	104	-3.5	-2	-9	9	1.1	13	2.9	4.1
CC(C)(C)C1CCc2onc(C(=O)Nc3cccnc3)c2C1 (stereo unspecified)	2	-11	94	-0.3	8	12	-4	-0.6	13	2.1	0.2
COC(=O)CCC(=O)Nc1sc2c(c1C#N)CCCC2	7	-3	.	-1.7	-8	15	-8	-0.8	102	0.4	1.1
Cc1onc(-c2c(Cl)cccc2Cl)c1/C(N)=N/OC(=O)C1CC1	4	4	101	-0.8	3	-30	1	1.6	0	1.5	1.8
COc1nc2ccccc2nc1CCC(=O)O	5	-7	97	-1.1	6	-16	-6	-2.2	327	4.2	4.4
Cc1sc(NC(=O)Cn2[nH]c(=O)c3ccccc3c2=O)nc1-c1ccccc1	6	0	100	-1.0	1	-6	4	-2.6	48	0.7	2.6
CN(C)S(=O)(=O)N1C(=O)c2ccccc2C1=O	13	-9	102	-3.0	-11	20	-11	1.5	-4	0.9	1.1
N#Cc1nc(-c2ccco2)oc1N1CCN(c2ccccc2)CC1	5	-7	106	-0.9	-2	-10	6	2.4	-10	3.7	3.3
Cc1cccnc1NC(=O)CN1C(=O)COc2ccc(Cl)cc21	-8	-7	111	1.5	-6	23	-6	-3.2	11	1.4	-0.2
Cn1c(=O)oc2cc(S(=O)(=O)N3CCN(Cc4ccc5c(c4)OCO5)CC3)ccc21	11	-9	97	-2.5	6	17	-4	-2.4	64	-0.8	0.7
CC1Oc2ccccc2C=C1/C=N\NC(=O)c1cccnc1 (stereo unspecified)	.	.	111	.	0	.	.	2.4	9	3.0	1.2
CCOC(=O)C1=C(COC(=O)/C=C/c2cccc(OC)c2)NC(=O)NC1C (stereo unspecified)	11	-8	110	-2.1	-2	4	-2	1.6	-16	1.8	2.8

High-throughput results: PubChem BioAssay, several laboratories
